Assay outcomes from PubChem.
Mtb FBA inh = Mtb FBA enzyme inhibitors, primary screen, biochemical, fluorescence, strain H37Rv. Fructose-bisphosphate aldolase (Mycobacterium tuberculosis (strain ATCC 25618 / H37Rv)), …. purified M. tuberculosis FBA, fluorescence read-out. inhibition, % at 1 µM. 2.3% of 360,000 active. AID 588726, 2011; in the data active means inhibition above about 27%;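 further: 0% = vehicle and 100% = reference inhibitor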
Target sequence (P9WQA3 whole entry, looked up): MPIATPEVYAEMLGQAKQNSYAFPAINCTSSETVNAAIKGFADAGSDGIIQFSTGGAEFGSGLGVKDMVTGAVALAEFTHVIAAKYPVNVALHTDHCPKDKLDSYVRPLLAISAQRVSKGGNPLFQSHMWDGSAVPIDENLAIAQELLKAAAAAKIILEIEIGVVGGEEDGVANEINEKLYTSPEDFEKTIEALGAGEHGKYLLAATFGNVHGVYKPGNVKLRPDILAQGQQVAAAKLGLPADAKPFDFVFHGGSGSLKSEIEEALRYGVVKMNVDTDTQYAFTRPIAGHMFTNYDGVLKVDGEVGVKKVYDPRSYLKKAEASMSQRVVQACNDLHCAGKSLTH
Mtb BioA inh = M. tuberculosis BioA enzyme inhibitors, primary screen, biochemical, plate reader, single point, HTS | 7,8-diaminopelargonic acid synthase BioA (Mycobacterium tuberculosis) | AID 602481, 2012 | inhibition, % at 9.99 µM | purified M. tuberculosis BioA enzyme | 0.096% of 360,000 active; in the data active means inhibition above about 40%
An asterisk follows results filed as active; · = no result given.

Fields: Mtb FBA inh | Mtb BioA inh
> O=C1C(=Cc2ccccc2Cl)CCc2ccccc21
  0.2 | ·
> COc1ccc2sc3cccc(NCCN(C)C)c3c(=O)c2c1
  -10.1 | ·
> COc1ccccc1C=C1CCc2ccccc2C1=O
  -2.9 | ·
> COc1ccc(C=C(C(C)=O)C(=O)c2ccccc2)cc1
  -2.4 | ·
> O=C(Nc1cccc2ccccc12)c1ccco1
  -0.7 | ·
> CN(C)CCNc1cccc2sc3ccc(O)cc3c(=O)c12
  -9.9 | ·
> CC1(CO)CCCC1NCCNC1CCCC1(C)CO (configuration not stated)
  -1.6 | ·
> O=C1CN(CN2CCCCC2)C(=O)CN1CN1CCCCC1
  2.3 | ·
> O=C(Nc1ccccc1)OCCc1ccccc1
  1.6 | ·
> S=C(SSC(=S)N1CCOCC1)N1CCOCC1
  -2.6 | ·
> CSc1nc(=O)n(CCC#N)nc1SC
  -2.4 | ·
> COc1cc(C#N)c(NC(=S)N2CCN(C(=O)c3ccco3)CC2)cc1OC
  3.5 | ·
> O=C(NN=Cc1ccc2c(c1)OCO2)c1ccc([N+](=O)[O-])cc1
  2.8 | ·
> N#Cc1nnn2c1nc(N)c1c(Cl)cccc12
  14.4 | ·
> Nc1ccccc1C(=O)NN=Cc1cccnc1
  3.3 | ·
> O=C1C(=O)c2cccnc2-c2ncccc21
  -59.7 | ·
> CSc1c2c([nH]c(=O)c1C#N)-c1ccccc1CC2
  174.9* | ·
> CCOC(=O)CC1(C)c2nc(NC(C)=O)sc2Cc2sc(NC(C)=O)nc21
  160.8* | ·
> COc1cc(C=C(C#N)C(=O)c2ccccc2)cc(OC)c1OC
  1.6 | ·
> CC(=O)NCC1(c2ccccc2)CCN(CC2COc3ccccc3O2)CC1 (configuration not stated)
  1.1 | ·
> O=c1ccc2ccccc2c2ccccc12
  2.7 | ·
> CCOC(=O)C(=Cc1ccc(N(C)C)cc1)C(=O)c1ccccc1
  -8.5 | ·
> COC(=O)CC1CC2(C(=O)OC)c3[nH]c4ccccc4c3CCN2C1=O (configuration not stated)
  -1.5 | ·
> NC(c1ccccc1)c1cccs1 (configuration not stated)
  1.8 | ·
> COc1ccc2oc3c(ccc[n+]3C)c(=O)c2c1
  5.7 | ·
> CC(=O)N(O)c1ccc(C=Cc2ccccc2)cc1
  3.3 | ·
> NCCCCC(C(=O)O)N(C(=O)OCc1ccccc1)C(=O)OCc1ccccc1 (configuration not stated)
  5.5 | ·
> O=C1C(=Cc2ccc(Cl)cc2)CCc2ccccc21
  3.2 | ·
> OCC1CSC(=S)N1Cc1ccccc1 (configuration not stated)
  2.9 | ·
> Cc1ccccc1C1N=C2Oc3ccccc3C=C2C(=O)N1 (configuration not stated)
  95.9* | ·
> COCC#Cc1cnc2c(c1)C(=O)N([C@@H](C)CO)C[C@@H](C)[C@@H](CN(C)S(=O)(=O)c1cccc(OC)c1)O2
  · | 2.5
> CO[C@@H]1CC[C@@H]2CCOc3c(C#N)cccc3C(=O)N(C)CCCC(=O)N(C)C[C@H]1O2
  · | -0.4
> CN(C)CC(=O)N[C@H]1C=C[C@H](CC(=O)NCc2ccccc2F)O[C@@H]1CO
  · | 0.0
> COc1cccc(NC(=O)N2C[C@H](O)COC[C@H]3O[C@@H](CC(=O)NC4CCC4)CC[C@@H]32)c1
  · | -1.8
> O=C(Nc1ccc2c(c1)OCO2)N[C@H]1CC[C@@H](CCNC(=O)C2CC2)O[C@H]1CO
  · | 0.1
> C[C@H]1CN([C@@H](C)CO)C(=O)c2cccc(NS(=O)(=O)c3ccc(F)cc3)c2O[C@@H]1CN(C)C(=O)Nc1ccccc1
  · | 0.7
> COc1cccc(-c2cnc3c(c2)C(=O)N([C@@H](C)CO)C[C@H](C)[C@@H](CN(C)C(=O)CN(C)C)O3)c1
  · | 10.8
> C[C@H](O)C#Cc1ccc([C@@H]2[C@H](CO)N3CCCCN(S(=O)(=O)Cc4ccccc4)C[C@@H]23)cc1
  · | 3.7
> COc1ccc(S(=O)(=O)N(C)C[C@@H]2Oc3cc(C#CC4CC4)ccc3S(=O)(=O)N([C@H](C)CO)C[C@@H]2C)cc1
  · | -0.8
> Cc1ccc(S(=O)(=O)N(C)C[C@H]2Oc3c(NC(=O)c4cnccn4)cccc3C(=O)N([C@H](C)CO)C[C@H]2C)cc1
  · | 3.1
> C[C@H](CO)N1C[C@H](C)[C@H](CN(C)S(=O)(=O)c2ccc(Cl)cc2)OCCCC[C@H](C)Oc2ccc(NC(=O)Nc3ccccc3)cc2C1=O
  · | 7.1
> C[C@@H]1CN([C@H](C)CO)C(=O)Cc2cc(NC(=O)CCCN(C)C)ccc2O[C@H]1CN(C)Cc1ccc(Oc2ccccc2)cc1
  · | 1.2
> C[C@@H]1CN([C@@H](C)CO)C(=O)CCCn2cc(nn2)CO[C@@H]1CN(C)Cc1ccc(C(=O)Nc2ccccc2N)cc1
  · | -1.1
> CC(C)CC#Cc1cnc2c(c1)C(=O)N([C@@H](C)CO)C[C@H](C)[C@@H](CN(C)Cc1ccccc1)O2
  · | -0.3
> COc1ccc(S(=O)(=O)Nc2cccc3c2O[C@H](CN(C)C(=O)NC(C)C)[C@@H](C)CN([C@@H](C)CO)C3=O)cc1
  · | 0.4
> C[C@H]1CN([C@@H](C)CO)C(=O)c2cc(C3=CCCC3)cnc2O[C@@H]1CN(C)C(=O)NC1CCCC1
  · | 6.8
> COCCOC(=O)N1C(=O)[C@@]2(c3cc(C#Cc4ccc(OC)cc4)ccc31)[C@H](c1ccccc1OCCO)N1[C@H](c3ccccc3)[C@H](c3ccccc3)OC(=O)[C@H]1[C@@H]2C(=O)N1CCc2cc(OC)c(OC)cc2C1
  · | 0.3
> COCCNC(=O)C[C@H]1CC[C@@H]2[C@H](COC[C@H](O)CN2S(=O)(=O)c2ccccc2C)O1
  · | -0.4
> COCC#Cc1ccc2c(c1)O[C@H](CN(C)CC1CCCC1)[C@@H](C)CN([C@H](C)CO)S2(=O)=O
  · | 0.0
> C[C@@H]1CN([C@@H](C)CO)C(=O)c2cc(NC(=O)CCC(F)(F)F)ccc2O[C@@H](C)CCCCO[C@H]1CN(C)C(=O)NC1CCCCC1
  · | 2.1
> CO[C@H]1CN(C)C(=O)c2ccc(NS(=O)(=O)c3cccc(Cl)c3)cc2OC[C@@H](C)NC[C@H]1C
  · | -0.5
> CCCNC(=O)N1C[C@H]2[C@@H](c3ccccc31)[C@@H](CO)N2Cc1ccc(OC)cc1
  · | -4.9
> N#C[C@H]1[C@@H](c2ccccc2)[C@H](CO)N1C(=O)c1ccccc1F
  · | 0.1
> COc1ccc(S(=O)(=O)N(C)C[C@@H]2OCCCC[C@H](C)Oc3ccc(NC(=O)Nc4ccc(F)cc4)cc3C(=O)N([C@H](C)CO)C[C@@H]2C)cc1
  · | -1.3
> C[C@@H]1CN([C@@H](C)CO)C(=O)c2cccc(NS(C)(=O)=O)c2O[C@H]1CN(C)C(=O)Nc1ccccc1
  · | 4.1
> CCCN1C[C@@H](C)[C@@H](OC)CN(C)C(=O)c2ccc(NC(=O)Nc3c(C)noc3C)cc2OC[C@H]1C
  · | -2.4
> CN(C)C(=O)C[C@H]1CC[C@@H]2[C@H](COc3ccc(NS(=O)(=O)c4cccc(F)c4)cc3C(=O)N2C)O1
  · | 7.7
> Cc1noc(C)c1NC(=O)Nc1cccc2c1O[C@H](CN(C)Cc1ccc(Oc3ccccc3)cc1)[C@H](C)CN([C@H](C)CO)C2=O
  · | 3.6
> Cc1cc(C(=O)Nc2cccc3c2O[C@@H](CN(C)S(=O)(=O)c2ccc(F)cc2)[C@@H](C)CN([C@@H](C)CO)C3=O)n(C)n1
  · | 0.8
> COc1ccc(NC(=O)Nc2cccc3c2O[C@H](CN(C)Cc2ccc(Oc4ccccc4)cc2)[C@@H](C)CN([C@@H](C)CO)C3=O)cc1
  · | -1.5

Single entries from the entries so far:
Entry of C[C@H]1CN([C@@H](C)CO)C(=O)c2cc(C3=CCCC3)cnc2O[C@@H]1CN(C)C(=O)NC1CCCC1 under Mtb BioA inh: 6.8
Entry of O=C(Nc1ccc2c(c1)OCO2)N[C@H]1CC[C@@H](CCNC(=O)C2CC2)O[C@H]1CO under Mtb BioA inh: 0.1

Following part.
Fields: Mtb FBA inh | Mtb BioA inh
> C[C@H](CO)N1C[C@H](C)[C@H](CN(C)Cc2cncnc2)Oc2cc(-c3ccncc3)ccc2S1(=O)=O
  · | 9.0
> C[C@H](CO)N1C[C@H](C)[C@H](CN(C)Cc2ccc(C(=O)Nc3ccccc3N)cc2)Oc2ccc(NS(C)(=O)=O)cc2CC1=O
  · | 0.9
> COc1ccc(S(=O)(=O)Nc2ccc3c(c2)C(=O)N([C@@H](C)CO)C[C@@H](C)[C@@H](CN(C)S(=O)(=O)c2cn(C)cn2)OCCCC[C@@H](C)O3)cc1
  · | -2.2
> COc1ccc(CN(C)C[C@H]2Oc3c(NC(=O)Nc4ccc5c(c4)OCO5)cccc3C(=O)N([C@@H](C)CO)C[C@H]2C)cc1
  · | 0.5
> C[C@@H]1CCCCO[C@@H](CN(C)Cc2ccc3c(c2)OCO3)[C@@H](C)CN([C@H](C)CO)C(=O)c2cc(NC(=O)NC3CCCCC3)ccc2O1
  · | 0.9
> Cc1ccc(-c2ccc([C@H]3[C@@H](CO)N4CCCCN(S(=O)(=O)c5cccc(C)c5)C[C@@H]34)cc2)cc1
  · | -4.3
> CN1[C@@H]2c3ccc(/C=C/c4ccccc4)c(=O)n3C[C@@H]2[C@@H](CO)[C@@H]1C(=O)N1CCCCC1
  · | 0.0
> O=S(=O)(NCC[C@@H]1CC[C@@H](NS(=O)(=O)c2cccc(Cl)c2)[C@H](CO)O1)c1cccc(F)c1
  · | 2.0
> COc1ccc(CNC(=O)C[C@H]2CC[C@@H](NC(=O)Nc3ccc4c(c3)OCO4)[C@H](CO)O2)cc1
  · | -3.4
> COCC(=O)Nc1ccc2c(c1)[C@H]1C[C@@H](CC(=O)NCCN3CCCCC3)O[C@H](CO)[C@H]1O2
  · | 1.9
> C[C@H]1CCCCO[C@H](CN(C)C)[C@@H](C)CN([C@@H](C)CO)C(=O)c2cc(NS(C)(=O)=O)ccc2O1
  · | -0.1
> COCCNC(=O)C[C@@H]1C[C@H]2c3cc(NC(=O)Nc4ccc(F)cc4)ccc3O[C@H]2[C@@H](CO)O1
  · | -1.2
> CC(C)NC(=O)N1[C@H](CO)[C@@H]2c3ccccc3N(C(=O)C3CCC3)C[C@@H]21
  · | 20.1
> COc1ccc(-c2ccc([C@H]3[C@@H](C#N)N(C(=O)NC4CCCCC4)[C@H]3CO)cc2)cc1
  · | -0.5
> C[C@H](CO)N1C[C@H](C)[C@@H](CN(C)Cc2ccncc2)Oc2ncc(-c3cccc(C#N)c3)cc2C1=O
  · | 1.0
> C[C@@H]1CN([C@H](C)CO)C(=O)Cc2cc(NC(=O)Nc3ccc4c(c3)OCO4)ccc2O[C@@H]1CN(C)S(C)(=O)=O
  · | -0.1

20 entries from above, with tabs.
mol	Mtb FBA inh	Mtb BioA inh
C[C@@H]1CN([C@@H](C)CO)C(=O)c2cccc(NS(C)(=O)=O)c2O[C@H]1CN(C)C(=O)Nc1ccccc1	·	4.1
CCCN1C[C@@H](C)[C@@H](OC)CN(C)C(=O)c2ccc(NC(=O)Nc3c(C)noc3C)cc2OC[C@H]1C	·	-2.4
CN(C)C(=O)C[C@H]1CC[C@@H]2[C@H](COc3ccc(NS(=O)(=O)c4cccc(F)c4)cc3C(=O)N2C)O1	·	7.7
Cc1noc(C)c1NC(=O)Nc1cccc2c1O[C@H](CN(C)Cc1ccc(Oc3ccccc3)cc1)[C@H](C)CN([C@H](C)CO)C2=O	·	3.6
Cc1cc(C(=O)Nc2cccc3c2O[C@@H](CN(C)S(=O)(=O)c2ccc(F)cc2)[C@@H](C)CN([C@@H](C)CO)C3=O)n(C)n1	·	0.8
COc1ccc(NC(=O)Nc2cccc3c2O[C@H](CN(C)Cc2ccc(Oc4ccccc4)cc2)[C@@H](C)CN([C@@H](C)CO)C3=O)cc1	·	-1.5
C[C@H](CO)N1C[C@H](C)[C@H](CN(C)Cc2cncnc2)Oc2cc(-c3ccncc3)ccc2S1(=O)=O	·	9.0
C[C@H](CO)N1C[C@H](C)[C@H](CN(C)Cc2ccc(C(=O)Nc3ccccc3N)cc2)Oc2ccc(NS(C)(=O)=O)cc2CC1=O	·	0.9
COc1ccc(S(=O)(=O)Nc2ccc3c(c2)C(=O)N([C@@H](C)CO)C[C@@H](C)[C@@H](CN(C)S(=O)(=O)c2cn(C)cn2)OCCCC[C@@H](C)O3)cc1	·	-2.2
COc1ccc(CN(C)C[C@H]2Oc3c(NC(=O)Nc4ccc5c(c4)OCO5)cccc3C(=O)N([C@@H](C)CO)C[C@H]2C)cc1	·	0.5
C[C@@H]1CCCCO[C@@H](CN(C)Cc2ccc3c(c2)OCO3)[C@@H](C)CN([C@H](C)CO)C(=O)c2cc(NC(=O)NC3CCCCC3)ccc2O1	·	0.9
Cc1ccc(-c2ccc([C@H]3[C@@H](CO)N4CCCCN(S(=O)(=O)c5cccc(C)c5)C[C@@H]34)cc2)cc1	·	-4.3
CN1[C@@H]2c3ccc(/C=C/c4ccccc4)c(=O)n3C[C@@H]2[C@@H](CO)[C@@H]1C(=O)N1CCCCC1	·	0.0
O=S(=O)(NCC[C@@H]1CC[C@@H](NS(=O)(=O)c2cccc(Cl)c2)[C@H](CO)O1)c1cccc(F)c1	·	2.0
COc1ccc(CNC(=O)C[C@H]2CC[C@@H](NC(=O)Nc3ccc4c(c3)OCO4)[C@H](CO)O2)cc1	·	-3.4
COCC(=O)Nc1ccc2c(c1)[C@H]1C[C@@H](CC(=O)NCCN3CCCCC3)O[C@H](CO)[C@H]1O2	·	1.9
C[C@H]1CCCCO[C@H](CN(C)C)[C@@H](C)CN([C@@H](C)CO)C(=O)c2cc(NS(C)(=O)=O)ccc2O1	·	-0.1
COCCNC(=O)C[C@@H]1C[C@H]2c3cc(NC(=O)Nc4ccc(F)cc4)ccc3O[C@H]2[C@@H](CO)O1	·	-1.2
CC(C)NC(=O)N1[C@H](CO)[C@@H]2c3ccccc3N(C(=O)C3CCC3)C[C@@H]21	·	20.1
COc1ccc(-c2ccc([C@H]3[C@@H](C#N)N(C(=O)NC4CCCCC4)[C@H]3CO)cc2)cc1	·	-0.5

This is a subset, so the mix of outcomes need not match the whole.
